# High-throughput results (PubChem)
# BLM inh – qHTS Assay for Inhibitors of Bloom's syndrome helicase (BLM); recombinant BLM DNA unwinding, fluorescence dequenching; hit rate 0.2% among 350,000; Potency, µM (series often up to 56.1 µM), inactives show at the highest dose activity change, negative = inhibition, hits mostly inhibitors;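 further: potency means the concentration at half of the fitted maximal effect; plate controls were vehicle for no effect and no enzyme for full effect; nearly all actives have a fitted effect of over 35% in size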
# POLH inh – qHTS for Inhibitors of Polymerase Eta; DNA polymerase eta (Homo sapiens), Q9Y253; recombinant Pol eta, fluorescent DNA replication assay; Potency, µM (doses to about 114 µM), for inactives: top-dose activity change, negative = inhibition, usual class: inhibitors; hit rate 1.2% among 390,000; AID 588591, 2011; further: potency means the concentration at half of the fitted maximal effect; on the % scale 0 is the no-effect control and ±100 the full control effect
#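 Pol eta (10 nM) was preincubated with compounds for 15 min at room temperature, after which fluorescent replication substrate (50 nM final) was added to start the reaction. Fluorescence was read kinetically at 0 and 10 min.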
# APEX1 inh – qHTS Assay for Inhibitors of the Human Apurinic/apyrimidinic Endonuclease 1 (APE1); DNA repair nuclease/redox regulator APEX1 (Homo sapiens), P27695; AID 2517, 2012; recombinant APE1, TAMRA/BHQ-2 abasic DNA cleavage fluorescence; Potency, µM (top dose mostly 65.8 µM), without a hit: at the top dose activity change, negative = inhibition, usual class: inhibitors; hit rate 0.35% among 350,000;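 further: potency means the concentration at half of the fitted maximal effect; plate controls were vehicle for no effect and reference inhibitor for full effect; nearly all actives have a fitted effect of over 55% in size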
# Target sequence (P27695 whole entry, looked up): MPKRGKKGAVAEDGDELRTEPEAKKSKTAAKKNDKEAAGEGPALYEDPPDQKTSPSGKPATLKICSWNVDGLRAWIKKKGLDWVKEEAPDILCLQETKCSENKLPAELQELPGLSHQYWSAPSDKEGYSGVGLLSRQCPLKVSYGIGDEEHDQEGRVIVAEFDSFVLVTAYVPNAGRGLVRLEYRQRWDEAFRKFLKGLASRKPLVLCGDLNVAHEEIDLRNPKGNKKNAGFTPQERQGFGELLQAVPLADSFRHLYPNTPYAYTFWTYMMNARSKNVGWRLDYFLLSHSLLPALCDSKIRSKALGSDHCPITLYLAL
#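 APE1 at 0.75 nM preincubated 15 min at room temperature with compound. Reaction then started with 50 nM double-stranded THF-abasic substrate labelled with TAMRA/BHQ-2, and 525/598 nm fluorescence read kinetically. Activity taken as third-minus-first read difference, normalized to DMSO and NSC13755 controls.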
# GRP78 ERSR act – qHTS for Inducers of the Endoplasmic Reticulum Stress Response (ERSR) in Human Glioma: qHTS; U87-MG GRP78 promoter luciferase reporter, 16 h; Potency, µM, for inactives: at the highest dose activation, actives largely listed as activators; hit rate 0.02% among 420,000; further: potency means the concentration at half of the fitted maximal effect; series mostly up to about 76 µM; % of control where 0% means no effect; nearly all actives have a fitted effect of over 35% in size
#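 ERSR induction read as luciferase luminescence (Bright-Glo, 10 min at room temperature) in stably transfected human U87-MG glioma cells exposed to compounds for 16 h, using GRP78 as sensor.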
# POLB inh – qHTS Assay for Inhibitors of DNA Polymerase Beta; Pol beta primer extension/strand displacement, fluorescence kinetic; Potency, µM (series often up to 114 µM), inactives show at the top dose activity change, negative = inhibition, actives largely listed as inhibitors; hit rate 1.3% among 340,000; AID 485314, 2010; further: potency means the concentration at half of the fitted maximal effect; on the % scale 0 is the no-effect control and ±100 the full control effect
#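 Kinetic readout of DNA synthesis with strand displacement by Pol beta. Compound and 10 nM enzyme sit 15 min at room temperature; 50 nM substrate starts the reaction, read immediately and at 10 min.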
# Anesthetic bind – qHTS Assay for Identification of Novel General Anesthetics. Ferritin light chain (Equus caballus), P02791. apoferritin/1-aminoanthracene competitive binding, fluorescence. hit rate 0.074% among 350,000. Potency, µM (highest dose often 77.5 µM), inactives show at the highest dose activity change, negative = displacement, usual class: inhibitors; further: potency means the concentration at half of the fitted maximal effect; on the % scale 0 is the no-effect control and ±100 the full control effect; nearly all actives have a fitted effect of over 20% in size
#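 Probe: 1-aminoanthracene (50% saturated, PBS). Protein: horse-spleen apoferritin, 10 uM. Incubation: 10 min, room temperature. Detection: 380 nm excitation, 535 nm emission. Analysis: normalized response, four-parameter Hill.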
# LDHA block – qHTS assay for inhibitors of human lactate dehydrogenase; L-lactate dehydrogenase A chain (Homo sapiens), P00338; activity change, % (values are at about 110 or 230 µM); purified LDHA, NADH/diaphorase-resazurin fluorescence; active compounds read low; hit rate 0.15% among 480,000; in the data active means activity change below about -30%; inconclusive means mostly about -25% to -30%;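 further: plate controls were DMSO wells for no effect and wells without enzyme for full effect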
#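 LDH5 2 nM; NADH 0.06 mM, pyruvate 0.2 mM; 200 mM Tris pH 7.4, EDTA, Tween-20; 5 min RT. Detection: diaphorase 0.133 mg/mL + resazurin 37 µM, fluorescence ex540/em590 at 0 and 20 min; normalized to enzyme-free and DMSO wells.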
# POLK inh – qHTS for Inhibitors of Polymerase Kappa; purified Pol kappa, fluorescent DNA synthesis assay, 10 min; DNA polymerase kappa (Homo sapiens), Q9UBT6; Potency, µM (doses to about 107 µM), without a hit: top-dose activity, negative = inhibition, actives largely listed as inhibitors; hit rate 0.53% among 400,000; further: potency means the concentration at half of the fitted maximal effect; on the % scale 0 is the no-effect control and ±100 the full control effect
#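 Inhibition of 10 nM Pol kappa is measured by a fluorescent read-out at 0 and 10 min following addition of 50 nM substrate (final), with a 15-min room-temperature compound preincubation.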
# Pol iota inh – qHTS for Inhibitors of Polymerase Iota | DNA polymerase iota (Homo sapiens), Q9UNA4 | Pol iota fluorescent replication assay, 10 min | Potency, µM (titrated, usually from 115 µM), inactives show top-dose activity, negative = inhibition, actives largely listed as inhibitors | hit rate 1% among 390,000; further: potency means the concentration at half of the fitted maximal effect
# Target sequence (Q9UNA4 whole entry, looked up): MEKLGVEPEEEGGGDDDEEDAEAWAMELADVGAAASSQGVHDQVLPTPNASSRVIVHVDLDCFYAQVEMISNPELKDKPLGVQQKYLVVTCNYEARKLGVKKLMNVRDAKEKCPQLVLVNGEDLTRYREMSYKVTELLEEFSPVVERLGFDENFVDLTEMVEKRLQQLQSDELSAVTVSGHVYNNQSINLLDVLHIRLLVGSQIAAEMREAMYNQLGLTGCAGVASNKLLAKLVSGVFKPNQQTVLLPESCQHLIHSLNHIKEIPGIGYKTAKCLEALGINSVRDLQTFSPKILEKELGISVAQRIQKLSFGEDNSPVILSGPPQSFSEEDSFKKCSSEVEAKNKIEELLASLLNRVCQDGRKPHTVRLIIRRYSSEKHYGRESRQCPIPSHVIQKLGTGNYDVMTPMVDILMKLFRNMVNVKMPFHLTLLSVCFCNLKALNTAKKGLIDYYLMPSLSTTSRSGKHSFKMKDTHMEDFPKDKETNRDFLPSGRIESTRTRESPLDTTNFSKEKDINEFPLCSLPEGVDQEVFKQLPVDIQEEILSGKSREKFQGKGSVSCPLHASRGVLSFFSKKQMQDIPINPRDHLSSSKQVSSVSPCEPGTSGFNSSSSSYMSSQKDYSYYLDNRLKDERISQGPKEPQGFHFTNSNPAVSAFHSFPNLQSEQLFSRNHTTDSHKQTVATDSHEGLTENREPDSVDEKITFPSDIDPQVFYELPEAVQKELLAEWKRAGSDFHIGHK
#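 Fluorescent replication assay read twice, at 0 min and 10 min after adding 50 nM (final) substrate. Enzyme (10 nM) and compounds were first incubated 15 min at room temperature; enzyme-free buffer wells were negative controls.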
# * marks the source's active call; other numbers are inactive results; ? = inconclusive; / = no result given; & = joins results of further samples; [ ] = remark or other dose. Unless noted, the call rests on the fitted dose curve; in most records, active means well fitted curve in the direction sought with a large enough effect; inconclusive means small, poorly fitted or top-dose-only effect, or another doubt; inactive means no such curve, though single readings can be large; an effect the other way counts as inactive or inconclusive. Not all compounds are listed; count on the stated rates, not on these rows.
no. | Compound | BLM inh | POLH inh | APEX1 inh | GRP78 ERSR act | POLB inh
1 | Cc1cc(C)nc(SCC(=O)N/N=C/c2cccn2-c2cccc(C(F)(F)F)c2)n1 | -11% | -10% | 3% | -6% | 31%
2 | Cc1ccccc1OC1C(=O)N(Cc2ccc3c(c2)OCO3)C1c1sccc1C (stereo unspecified) | -7% | -16% | -1% | -6% | 31%
3 | COc1ccc(S(=O)(=O)N2c3ccccc3OCC2CC(=O)O)cc1 (stereo unspecified) | 0% | -10% | 17% | -3% | 24%
4 | Cc1ccccc1-c1nc(C(N)=O)c2c(n1)n(-c1ccc3c(c1)OCO3)c(=O)n2C | -6% | 2% | / | -1% | 17%
5 | O=C(Nc1ccc(Cl)cc1Cl)Nn1cnnc1 | -2% | -6% | -2% | -5% | 31%
6 | Cc1cccc(C(=O)Nc2scc(-c3ccc(Br)cc3)c2C(=O)O)c1 | / | -4% | / | -2% | /
7 | COC(=O)c1sc(S(=O)(=O)N2CCN(c3ccccc3)CC2)c(C(=O)OC)c1C | -8% | -21% | -8% | -1% | -18%
8 | COc1cccc2cc(-c3nnc(SCC(=O)Nc4nc(C)cs4)n3C)oc12 | -5% | ? | 9% | -2% | ?
9 | Cc1cc(C)cc(C(=O)OCC(=O)Nc2cccc(S(=O)(=O)NC3=NCCCCC3)c2)c1 | -10% | -11% | 6% | -4% | 15%
10 | O=C(NCc1cccc(F)c1)C1CCN(C(=O)c2sccc2-n2cccc2)CC1 | -2%&-5% | -23% | -7% | -6% | 30%&5%
11 | CN(C)C(=O)C1OC(C)(C)OC1C(=O)N(C)C (stereo unspecified) | -1% | -3% | 3% | -6% | 0%
12 | Cc1cc(NC(=O)COC(=O)c2ccc(S(=O)(=O)N3CCCc4ccccc43)cc2)no1 | -7% | -17% | -7% | 2% | -16%
13 | CCc1cc(=O)oc2c(C)c(OCC(=O)NCCCN3CCCC3=O)ccc12 | 4% | 6% | -15% | -2% | 3%
14 | CC(C)CCNC(=O)c1c[nH]c2ccc(S(=O)(=O)N3CCC4(CC3)OCCO4)cc2c1=O | -7% | -1% | -3% | -2% | 35µM*
15 | Cc1nn(-c2ccccc2C(=O)O)c(=O)c2ccccc12 | -1% | -5% | -2% | -4% | -16%

no. | Anesthetic bind | LDHA block | POLK inh | Pol iota inh
1 | -17% | -7 | -9% | 12%
2 | 14% | 4 | -3% | 26%
3 | -7% | 0 | 2% | 1%
4 | 3% | -4 | -2% | -1%
5 | -1% | -9 | 6% | 33%[activator]
6 | / | -6 | -8% | 80%[activator]
7 | -12% | 1 | -4% | 21%
8 | -22% | 3 | -30% | 13%
9 | -17% | -6 | -22% | 18%
10 | -5%&-4% | -4&-9 | -5%&-4% | 4%&4%
11 | -5% | 3 | 3% | 38%[activator]
12 | ? | -7 | -6% | 7%
13 | 2% | -3 | -11% | 4%
14 | -14% | 0 | -3% | 7%
15 | 2% | -5 | 0% | -23%

# New compounds follow
no. | Compound | BLM inh | POLH inh | APEX1 inh | GRP78 ERSR act | POLB inh
16 | NC(=O)c1ccc(Oc2ccc(Cl)c3ccccc23)c([N+](=O)[O-])c1 | -3% | -18% | -5% | -6% | 1%
17 | CCc1ccc(N2CC(O)=C(c3nc4ccccc4c(=O)[nH]3)C2=N)cc1 | -6% | ? | -1% | 0% | -20%
18 | COc1ccc(CCNC(=O)c2cc(-c3ccc(C)cc3O)n[nH]2)cc1OC | -7% | 1% | 0% | -3% | 16%
19 | Cc1ccc(F)cc1NC(=O)N1CCCN(c2ccc(C(F)(F)F)cn2)CC1 | -2% | -16% | ? | -5% | 11%
20 | CCOC(=O)Cn1c(C(=O)OCC)cc2sccc21 | 4% | -4% | 0% | -1% | -12%
21 | CCC1Oc2ccccc2N(CC(=O)NCCCN2CCN(CC)CC2)C1=O (stereo unspecified) | -2% | 8% | 26% | -1% | 29%
22 | COCCCNC(=O)CC(c1cc(OC)c(OC)c(OC)c1)N1Cc2ccccc2C1=O (stereo unspecified) | 2% | -13% | / | -2% | 2%
23 | Cc1nc2ccc(S(=O)(=O)NC(C(=O)NCc3ccco3)C(C)C)cc2s1 (stereo unspecified) | 2% | -3% | 15% | -2% | 4%
24 | O=C(NCc1ccccc1)C1(C(F)(F)F)C/C(=C\CCO)CCCO1 (stereo unspecified) | 2% | -8% | -2% | -2%&-5% | /
25 | O=S(=O)(/N=C(/Nc1ccccn1)c1ccccc1)c1ccc(F)cc1 | -1% | -8% | -21% | -1% | 2%
26 | O=C(C1CCCN(S(=O)(=O)c2cccc3nonc23)C1)N1CCN(c2cccc(Cl)c2)CC1 (stereo unspecified) | -3%&-4% | -12%&-17% | -1% | -6%&-1% | 16%&1%
27 | CSc1ccc(CNC(=O)C2Cc3cc(S(=O)(=O)N4CCCCC4)ccc3N2C(C)=O)cc1 (stereo unspecified) | -3% | -16% | -19% | 8% | -19%
28 | O=C(NCCOc1ccc(F)cc1)C1CCC(=O)N(CCCN2CCCC2=O)C1 (stereo unspecified) | 0% | -2% | 1% | -2% | 10%
29 | CCOC(=O)c1c(NC(=O)C2=C(C)NC(=S)NC2c2ccc(CC)cc2)sc(C)c1C (stereo unspecified) | -2% | / | 7% | / | 25%
30 | CCN(CC)CCNc1nc(-c2ccc(OC)cc2)c(-c2ccc(OC)cc2)s1 | 2% | -27% | 1% | -6% | 3%

no. | Anesthetic bind | LDHA block | POLK inh | Pol iota inh
16 | 2% | -3 | -17% | 13%
17 | -6% | -2 | 4% | 7%
18 | 9% | 0 | -1% | 3%
19 | -8% | 3 | -3% | 70%[activator]
20 | -4% | -11 | -4% | -3%
21 | 2% | -2 | -3% | 34%[activator]
22 | 4% | -5 | 3% | 24%
23 | 0% | -5 | -3% | -29%
24 | -4% | -4 | ? | 9%&-5%
25 | -6% | -5 | -13% | ?
26 | -12%&-16% | 5&-1 | 4%&-8% | 4%&44%
27 | -16% | 0 | 7% | 8%
28 | 11% | -1 | 8% | 7%
29 | 85%[activator] | / | / | /
30 | 0% | -3 | -2% | -11%

# Single entries from above.
# POLK inh, COCCCNC(=O)CC(c1cc(OC)c(OC)c(OC)c1)N1Cc2ccccc2C1=O (stereo unspecified) reads 3%
# POLH inh, O=C(NCc1ccccc1)C1(C(F)(F)F)C/C(=C\CCO)CCCO1 (stereo unspecified) reads -8%
# LDHA block, CCN(CC)CCNc1nc(-c2ccc(OC)cc2)c(-c2ccc(OC)cc2)s1 reads -3
# POLB inh, CCc1ccc(N2CC(O)=C(c3nc4ccccc4c(=O)[nH]3)C2=N)cc1 reads -20%
# GRP78 ERSR act, NC(=O)c1ccc(Oc2ccc(Cl)c3ccccc23)c([N+](=O)[O-])c1 reads -6%

# Values in list order from above:
# BLM inh, entries 20 to 29, in order: 4%, -2%, 2%, 2%, 2%, -1%, -3%&-4%, -3%, 0%, -2%
# APEX1 inh, entries 20 to 29, in order: 0%, 26%, /, 15%, -2%, -21%, -1%, -19%, 1%, 7%

# (list continues)
no. | Compound | BLM inh | POLH inh | APEX1 inh | GRP78 ERSR act | POLB inh
31 | COc1ccc(N2C(=O)CC(NCCNc3ccc([N+](=O)[O-])cn3)C2=O)cc1 (stereo unspecified) | -3% | -8% | -12% | 1% | 27%
32 | Cc1sc2ncnc(OCC(=O)N3CC(=O)Nc4ccccc43)c2c1C | -7% | -11% | 1% | -6% | -3%
33 | C=CCNc1nc(Cl)nc(Nc2ccc(OC)cc2)n1 | -8% | -10% | -3% | 3% | -11%
34 | CC1CCN(CCNC(=O)CCS(=O)(=O)c2ccc(Br)cc2)CC1 | 1% | -17% | 3% | -5% | -12%
35 | CCOC(=O)C1=C(C)OC2(O)c3ccccc3C(=O)C12O (stereo unspecified) | ? | 40µM* | ? | 0% | -29%
36 | COc1ccc(C2=CC(=O)C[C@H](CN3C(=O)c4ccccc4C3=O)N(C(=O)OC(C)(C)C)O2)cc1 | / | -8% | / | -4% | /
37 | Cn1c2ccccc2c(=O)c2c(=O)n(C3CCCCC3)c(-c3cccs3)nc21 | 5% | -7% | 2% | -4% | 39%
38 | O=C(O)C(c1ccccc1)N1CCCC1 (stereo unspecified) | 3% | -17% | 1% | -5% | -19%
39 | O=S(=O)(c1ccccc1)N(CC(O)CN1CCCCC1)c1ccccc1 (stereo unspecified) | -6% | 8% | -7% | -1% | -2%
40 | Clc1ccc2oc(-c3cccnc3NCc3ccccc3)nc2c1 | -4% | 3% | -1% | -4% | ?
41 | CCOC(=O)N1CCN(C(=O)c2ccc(NS(=O)(=O)c3ccc(F)cc3)cc2)CC1 | -1% | 0% | -1% | -3% | 2%

no. | Anesthetic bind | LDHA block | POLK inh | Pol iota inh
31 | -17% | -4 | -16% | 18%
32 | -18% | -6 | -12% | 128%[activator]
33 | -12% | -8 | 1% | ?
34 | -7% | -7 | -5% | 5%
35 | 4% | 3 | -5% | 1.6µM*
36 | / | 1 | -6% | -8%
37 | -20% | -3 | 12% | 57%[activator]
38 | -2% | -2 | -13% | -1%
39 | -9% | 2 | -7% | 2%
40 | 5% | -7 | 1% | 11%
41 | -11% | -1 | 2% | 8%

# 2 compounds from above, limited to Pol iota inh:
nr	SMILES	Pol iota inh
39	O=S(=O)(c1ccccc1)N(CC(O)CN1CCCCC1)c1ccccc1 (stereo unspecified)	2%
40	Clc1ccc2oc(-c3cccnc3NCc3ccccc3)nc2c1	11%
